STAT3 blocker: inhibitors of IL-6 induced STAT3 signaling | AID 862 | U3A cells, IL-6 STAT3-luciferase reporter, luminescence; host cell line lacks STAT1 | 190,000 compounds, 0.89% hits | inhibition, % at 5.5 µM;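 active means inhibition above the mean inhibition across all screened compounds plus 3 SD, cut at about 44% in these data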;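 further: 0% = DMSO only wells and 100% = 100 µM nifuroxazide control wells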
S1P3 antagonist: blocks the human S1P3 receptor; Q99500; CHO S1P3 NFAT-BLA reporter, FRET fluorescence, antagonist mode; inhibition, % at 4.98 µM; 170,000 compounds, 0.27% hits; AID 485;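 active means inhibition above the plate cutoff, the mean inhibition of test wells on that plate plus 3 SD, cut at about 28% in these data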;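 further: cells challenged with S1P at its EC80 of 0.8 µM; blue over green emission ratio from cleaved BLA substrate after 4 h stimulation; 0% = S1P-stimulated wells and 100% = unstimulated DMSO-only wells; some compounds past the cut are filed as inactive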
Target sequence (Q99500 whole entry, looked up): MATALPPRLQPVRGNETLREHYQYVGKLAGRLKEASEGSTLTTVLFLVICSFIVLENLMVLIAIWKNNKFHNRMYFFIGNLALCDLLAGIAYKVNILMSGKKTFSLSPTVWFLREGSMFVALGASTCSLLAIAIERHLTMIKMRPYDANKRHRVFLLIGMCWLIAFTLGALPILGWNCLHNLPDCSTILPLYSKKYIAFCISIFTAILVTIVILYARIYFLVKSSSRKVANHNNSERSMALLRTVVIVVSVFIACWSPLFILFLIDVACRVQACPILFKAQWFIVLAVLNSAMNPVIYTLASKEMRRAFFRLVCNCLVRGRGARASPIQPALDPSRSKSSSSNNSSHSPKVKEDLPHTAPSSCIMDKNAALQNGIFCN
TLR4-MyD88 BLA: TLR4-MyD88 interaction inhibition in cells; O00206+Q99836; HeLa CL3-4 TLR4/MyD88 BLA complementation, FRET ratio; inhibition, % at 8.4 µM; 200,000 compounds, 0.18% hits; AID 861; in the data active means inhibition above about 25%;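 further: 0% = vehicle and 100% = reference inhibitor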
SRC2 TRFRET art: flags TR-FRET format artefacts in PPARgamma SRC-2 recruitment agonist screen. TR-FRET artefact counter-screen; stronger effect = higher value. TR-FRET ratio at 8 µM. 200,000 compounds, 0.4% hits; in the data active means TR-FRET ratio above about 2000; further: inactives centre near 1500
RAM network inh: blocks the yeast RAM network | 190,000 compounds, 1.8% hits | S. cerevisiae dse1pr::URA3 reporter, 5-FOA growth OD615, 2 d; analog-sensitive cbk1-as2 kinase mutant strain | inhibition, % at 50 µM;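 active means inhibition above a set limit, 3 SD over mean compound inhibition, cut at about 8.4% in these data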;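 further: 0% = DMSO-only wells with no growth and 100% = 10 µM 1-NA-PP1 full growth; inhibition rescues growth on 5-FOA so higher OD means more RAM inhibition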
ROMK primary: human ROMK K+ channel modulation, primary screen | AID 1918 | Tet-inducible ROMK, thallium flux fluorescence; actives lie on both sides | B-score at 10 µM | P48048 | 130,000 compounds, 2% hits;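 active means signal ratio slope over the read window, or its plate-corrected B-score, at least 3 SD from the plate mean, either direction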;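 further: B-score of the F/F0 ratio slope over 7 to 12 s after thallium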
PPARg SRC-2 ag: agonists of SRC-2 recruitment by human PPARgamma | P37231 | PPARgamma LBD-SRC-2 recruitment, biochemical | activation, % at 8 µM | 200,000 compounds, 0.34% hits | AID 1032; in the data active means activation above about 22%;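 further: 0% = vehicle and 100% = reference agonist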
Target sequence (P37231 whole entry, looked up, the tested form may be a part): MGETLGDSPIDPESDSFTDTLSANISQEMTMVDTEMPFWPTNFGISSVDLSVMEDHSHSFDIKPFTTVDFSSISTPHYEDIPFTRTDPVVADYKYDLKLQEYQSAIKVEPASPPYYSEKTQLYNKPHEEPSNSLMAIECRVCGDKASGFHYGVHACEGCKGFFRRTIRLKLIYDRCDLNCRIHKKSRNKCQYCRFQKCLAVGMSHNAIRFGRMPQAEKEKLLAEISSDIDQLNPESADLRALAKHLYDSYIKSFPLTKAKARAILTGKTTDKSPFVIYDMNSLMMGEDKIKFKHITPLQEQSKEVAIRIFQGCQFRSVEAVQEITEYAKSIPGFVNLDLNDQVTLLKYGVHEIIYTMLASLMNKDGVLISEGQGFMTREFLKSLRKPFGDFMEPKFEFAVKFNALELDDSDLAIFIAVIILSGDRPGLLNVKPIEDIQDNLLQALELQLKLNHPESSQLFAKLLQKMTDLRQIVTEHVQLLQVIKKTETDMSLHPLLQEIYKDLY
STAT1 inh: inhibitors of IFN-gamma induced STAT1 signaling; 200,000 compounds, 0.35% hits; AID 920; inhibition, % at 5.5 µM; NIH 3T3 STAT1-luciferase reporter, luminescence;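 active means inhibition above a set limit, the mean inhibition across all tested compounds plus 3 SD, cut at about 34% in these data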;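 further: 0% = IFN-gamma with DMSO and 100% = IFN-gamma with 300 µM nifuroxazide; values of inactives mirror those of a sister screen read the other way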
PPARg SRC-3 ag: promotes SRC-3 coactivator recruitment by human PPARgamma; P37231; AID 731; 200,000 compounds, 0.26% hits; activation, % at 8 µM; biochemical PPARgamma/SRC-3 coactivator recruitment assay; in the data active means activation above about 23%;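 further: 0% = DMSO and 100% = reference agonist; some compounds past the cut are filed as inactive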
PPARg SRC-1 ag: agonists of human PPARgamma SRC-1 coactivator recruitment; activation, % at 8 µM; PPARgamma-SRC-1 coactivator recruitment biochemical assay; P37231; 200,000 compounds, 0.41% hits; AID 631; in the data active means activation above about 19%;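 further: 0% = DMSO and 100% = reference agonist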
STAT3 activator: increases IL-6 driven STAT3 reporter signal. U3A cells, IL-6 STAT3-luciferase reporter, luminescence; 100% = signal with IL-6 EC80 alone. activation (% of control), % at 5.6 µM. 190,000 compounds, 0.91% hits;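 active means activation above the screen-wide mean of compound activation plus 3 SD, cut at about 130% in these data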;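 further: 0% = background luminescence of wells with medium and substrate only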
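Test system: Human STAT1-deficient U3A cells with stable STAT3-luciferase reporter | Also added: Interleukin-6, 33 ng/mL | Timing: Compound pre-incubation 1 h before IL-6, then 6 h stimulation at 37 °C | Technique: Luciferase reporter luminescence | Read-out: Percent of IL-6-only median luminescence | Benchmarks: IL-6-only wells as 100% reference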
Active calls of the source: *; / = not tested or not shown.

SMILES | STAT3 blocker | S1P3 antagonist | TLR4-MyD88 BLA | SRC2 TRFRET art | RAM network inh | ROMK primary | PPARg SRC-2 ag | STAT1 inh | PPARg SRC-3 ag | PPARg SRC-1 ag | STAT3 activator
Cc1cc(NC(=O)CSc2nnc(-c3ccco3)n2Cc2ccccc2)no1 | 7 | / | 19 | 1642 | 4.1 | / | 8 | -4 | -9 | -3 | 97
COc1cccc(CNC(=O)CSc2ccc(-c3ccccn3)nn2)c1 | -3 | -3 | 6 | 1576 | 0.8 | -0.017 | 5 | -7 | 6 | 0 | 107
CC(C)NC(=O)NS(=O)(=O)c1cnccc1NC1CC2CCC1C2 (stereo not drawn) | 6 | / | 7 | 1462 | 1.2 | 0.012 | 21 | -2 | 7 | 6 | 98
Cc1ccccc1Cn1c(O)c(N=NC(=S)Nc2ccccc2F)c2ccccc21 | 2 | 9 | 8 | 1632 | 5.0 | -1.7 | 0 | -5 | -1 | 10 | 100
CCn1c(C)c(CS(=O)(=O)c2ccccc2)[nH]c1=O | 1 | 17 | -10 | 1470 | 1.0 | -0.15 | 2 | 2 | 5 | 5 | 101
COC(=O)c1cc(OC)c(OC)cc1NC(=S)N1CCCCC1 | -8 | / | 1 | 1640 | 0.3 | / | 7 | 1 | -3 | 1 | 108
CCN1CCN(C(=O)CCc2nc3ccccc3c(=O)[nH]2)CC1 | 5 | / | 8 | 1576 | 1.2 | / | -1 | -5 | 9 | 5 | 99
O=S(=O)(Nc1cccc(-c2cn3cccnc3n2)c1)c1ccc(-c2ccccc2)cc1 | 16 | / | 7 | 1660 | 7.3 | / | -4 | 9 | -5 | 0 | 95
O=C(O)c1cnn2c1NC(c1ccc(F)cc1)CC2C(F)(F)F (stereo not drawn) | 3 | -12 | -3 | 1595 | -0.9 | -0.14 | 7 | 6 | -9 | -1 | 100
O=C(COC(=O)c1cccnc1Cl)NCC1CCCO1 (stereo not drawn) | -2 | -12 | 4 | 1501 | 2.4 | / | 6 | 14 | 0 | -2 | 101
C/C(=C\c1ccccc1)CN(C)CCN(C)C | -4 | / | 15 | 1413 | 0.2 | / | 6 | 0 | 8 | 7 | 110
Cn1nccc1C(=O)Nn1cnnc1 | 1 | -3 | -1 | 1682 | 0.1 | -0.25 | 5 | 11 | 4 | 2 | 104
COc1ccc(C(=O)Nn2cnnc2)c(OC)c1 | -4 | / | 13 | 1529 | 1.6 | -0.68 | 9 | 5 | 8 | 1 | 108
COc1ccc(CN2CCN(CC(O)Cn3c4ccccc4c4ccccc43)CC2)cc1 (stereo not drawn) | 13 | -2 | -2 | 1423 | -1.4 | -3.6* | -13 | 2 | 8 | 10 | 91
COc1ccc(C2=NOC(C(=O)NC(C)(C)C)C2)cc1 (stereo not drawn) | -10 | -5 | 14 | 1589 | 0.9 | / | -7 | 3 | 2 | 10 | 114
Cc1cc(NC(=O)CSc2ccc3nnc(-c4ccccc4)n3n2)no1 | 7 | -1 | -11 | 1607 | 0.1 | -0.068 | 6 | 18 | 9 | 6 | 96
CN(C)/C=C(/C(=O)c1ccc(F)cc1)S(=O)(=O)c1ccc(F)cc1 | 4 | 1 | 3 | 1556 | 1.6 | 0.54 | 3 | -8 | -2 | -1 | 101
O=C(Nc1ccc([N+](=O)[O-])cc1)c1cc(-c2ccccn2)nc2c(Cl)cccc12 | 6 | 4 | 6 | 1525 | 1.5 | -0.45 | 4 | 5 | 3 | 1 | 100
CC(C)Oc1ccccc1OCCN(C)C | 4 | 11 | 8 | 1413 | 0.6 | / | -6 | -4 | 0 | -6 | 99
CCCCNC(=S)N(C)/N=C/c1ccc(OCc2ccc(C(=O)OC)cc2)c(OC)c1 | -5 | -11 | 13 | 1343 | 14* | -0.55 | -1 | -7 | -5 | -9 | 107
Cc1[nH]c2ccccc2c1C(=O)CN1CCC2(CC1)OCCO2 | 11 | / | -3 | 1639 | 0.4 | / | 4 | 0 | -4 | 2 | 94
CCn1c(COc2ccc(C)cc2)nnc1SCC(=O)Nc1cc(OC)ccc1OC | 8 | -3 | -13 | 1436 | 2.6 | -0.93 | -1 | -3 | -9 | 1 | 96
O=C(/C=C\Nc1ccccn1)c1ccccc1 | 85* | 13 | 0 | 1602 | 1.5 | / | -1 | 45* | 6 | 0 | 33
O=C(CSc1nc2cc(Cl)ccc2s1)c1cc2ccccc2o1 | 3 | / | 11 | 2199* | 9.4* | -0.36 | 8 | 0 | 1 | 3 | 103
Cc1ccc(NC(=O)c2onc(C)c2Cl)cc1 | -24 | / | 3 | 1576 | -0.2 | / | -6 | -29 | 11 | 3 | 129
CCN(CC)C(=S)Nc1ccc([N+](=O)[O-])cc1 | 16 | -9 | 4 | 1399 | 0.1 | -0.33 | -3 | 7 | 5 | -4 | 88
Cc1ccc(NC(=O)CCNS(=O)(=O)c2ccc3c(c2)oc(=O)n3C)cc1 | -1 | -43 | 2 | 1460 | 2.1 | / | -4 | -15 | 5 | -7 | 106
Cc1cc(C)nc(NC(=O)CSc2nn(C)c(=S)s2)n1 | -1 | -48 | 13 | 1492 | -0.7 | / | -4 | -4 | -13 | 7 | 105
Cc1ccccc1OS(=O)(=O)c1cn(C)c(=O)n(C)c1=O | -10 | -2 | 0 | 1330 | 4.3 | / | -1 | -3 | 0 | -5 | 108
CC(=O)Nc1ccc(N/C=C/C(=O)C(C)(C)C)cc1 | -4 | 18 | -6 | 1456 | -0.4 | / | 7 | -14 | 2 | -4 | 106

Ordered by SMILES length (low to high): part of the list above.
SMILES | STAT3 blocker | S1P3 antagonist | TLR4-MyD88 BLA | SRC2 TRFRET art | RAM network inh | ROMK primary | PPARg SRC-2 ag | STAT1 inh | PPARg SRC-3 ag | PPARg SRC-1 ag | STAT3 activator
C/C(=C\c1ccccc1)CN(C)CCN(C)C | -4 | / | 15 | 1413 | 0.2 | / | 6 | 0 | 8 | 7 | 110
Cc1ccccc1OS(=O)(=O)c1cn(C)c(=O)n(C)c1=O | -10 | -2 | 0 | 1330 | 4.3 | / | -1 | -3 | 0 | -5 | 108
CC(C)NC(=O)NS(=O)(=O)c1cnccc1NC1CC2CCC1C2 (stereo not drawn) | 6 | / | 7 | 1462 | 1.2 | 0.012 | 21 | -2 | 7 | 6 | 98

The listing continues.
SMILES | STAT3 blocker | S1P3 antagonist | TLR4-MyD88 BLA | SRC2 TRFRET art | RAM network inh | ROMK primary | PPARg SRC-2 ag | STAT1 inh | PPARg SRC-3 ag | PPARg SRC-1 ag | STAT3 activator
CN(Cc1ccccc1NS(=O)(=O)c1ccc2ccccc2c1)C1CCCCC1 | -4 | -17 | 0 | 1569 | 0.8 | -2.9* | 4 | 3 | 4 | 1 | 105
COC(=O)c1ccccc1NC(=O)COc1ccc(S(=O)(=O)NC(C)C)cc1 | 12 | 2 | -9 | 1608 | 3.8 | / | 5 | 1 | 6 | 5 | 95
Cc1nc(NCc2ccc3c(c2)OCO3)c2oc3ccccc3c2n1 | 1 | / | 3 | 1480 | 0.7 | -3.1 | 5 | 1 | 7 | -6 | 102
COc1ccc(CC(=O)N(CC2CCCO2)c2nc3ccccc3s2)cc1 (stereo not drawn) | -5 | -2 | 15 | 1591 | 0.8 | / | 4 | -11 | -2 | 6 | 100
CCCCCCNC(=O)CSc1nccn1Cc1ccccc1 | 5 | / | -12 | 1435 | 1.7 | 0.35 | 8 | 6 | 5 | 6 | 101
CCNC(=O)CCc1nc(-c2ccc(C(C)(C)C)cc2)no1 | 22 | -1 | 1 | 1601 | 0.2 | -1 | -1 | -11 | 2 | -4 | 84
Cc1c(NC(=O)CCSCCc2ccccn2)cccc1[N+](=O)[O-] | 5 | -12 | 0 | 1548 | 2.5 | 0.072 | -9 | 9 | -1 | -2 | 97
Cc1cc(/C=C2/C(=O)NN(c3ccccc3)C2=O)c(C)n1-c1cccc(O)c1 | 24 | 3 | 6 | 1284 | 4.2 | / | -3 | -16 | -3 | 2 | 76
CCN(CC)S(=O)(=O)c1ccc(/C=C/C(=O)OCC(=O)Nc2cccc3ccccc23)cc1 | -5 | -22 | 13 | 1618 | 1.6 | / | -3 | 0 | -1 | -5 | 104
CCOC(=O)c1sc(NC(=O)c2ccc(C)o2)nc1C | -1 | 3 | 12 | 1586 | 2.5 | -0.69 | -2 | -25 | 10 | -1 | 107

3 compounds picked at random from those above:
SMILES | STAT3 blocker | S1P3 antagonist | TLR4-MyD88 BLA | SRC2 TRFRET art | RAM network inh | ROMK primary | PPARg SRC-2 ag | STAT1 inh | PPARg SRC-3 ag | PPARg SRC-1 ag | STAT3 activator
CCNC(=O)CCc1nc(-c2ccc(C(C)(C)C)cc2)no1 | 22 | -1 | 1 | 1601 | 0.2 | -1 | -1 | -11 | 2 | -4 | 84
CCCCCCNC(=O)CSc1nccn1Cc1ccccc1 | 5 | / | -12 | 1435 | 1.7 | 0.35 | 8 | 6 | 5 | 6 | 101
CCN(CC)S(=O)(=O)c1ccc(/C=C/C(=O)OCC(=O)Nc2cccc3ccccc23)cc1 | -5 | -22 | 13 | 1618 | 1.6 | / | -3 | 0 | -1 | -5 | 104

Remaining list, next part
SMILES | STAT3 blocker | S1P3 antagonist | TLR4-MyD88 BLA | SRC2 TRFRET art | RAM network inh | ROMK primary | PPARg SRC-2 ag | STAT1 inh | PPARg SRC-3 ag | PPARg SRC-1 ag | STAT3 activator
CCOC(=O)N1CCC(NC(=O)c2cc(C(=O)Nc3cccc(OC)c3)ccc2CO)CC1 | 11 | -60 | 6 | 1508 | 1.2 | / | 3 | 5 | 16 | 0 | 95
COc1cccc(CNC(=O)CCC2CCCN(Cc3cc(Cl)ccc3O)C2)c1 (stereo not drawn) | 9 | -2 | -7 | 1457 | -0.1 | -1.7 | 4 | 6 | 5 | 5 | 99
Brc1ccccc1-c1nnc(CSc2nnnn2-c2ccccc2)o1 | -1 | -9 | -4 | 1517 | 5.6 | / | -1 | -5 | -2 | 2 | 107
O=C(CN1CCN(c2ccccc2O)CC1)Nc1ccc([N+](=O)[O-])cc1Br | 2 | -2 | -22 | 1548 | 1.0 | 0.45 | 4 | -3 | 2 | 5 | 106
COc1ccccc1CNS(=O)(=O)c1c(C)[nH]c(=O)[nH]c1=O | 5 | / | 0 | 1553 | -1.0 | 0.34 | 6 | 0 | -4 | 6 | 102
NC(=O)NC(=O)CSc1nc(-c2ccccc2)c(-c2ccccc2)n1CC1CCCO1 (stereo not drawn) | -8 | / | 5 | 1471 | -0.5 | / | -6 | -3 | -13 | 3 | 109
O=C(O)Cn1cc(/C=c2/sc3nc4ccccc4n3c2=O)c2ccccc21 | -10 | -13 | 8 | 1617 | 1.2 | -0.91 | -4 | -35 | -1 | -10 | 110
CCOc1ccc(C(=O)N(CN2CCCC2=O)c2cccc(Cl)c2)cc1 | 2 | -1 | -7 | 1429 | 0.0 | -0.13 | 3 | -4 | -3 | 5 | 100
Cc1nnc(SCC(=O)Nc2ccccc2)n(N)c1=O | 4 | -24 | -3 | 1790 | 1.6 | 0.11 | 7 | 5 | 6 | 1 | 101
